Compound activity: PubChem, several laboratories
HIF-2a block: HIF-2a reporter inhibitors, primary screen, luminescence, 786-0 RCC cells; 786-0 RCC cells HIF-2a reporter, luciferase luminescence, overnight; inhibition, % at 18.8 µM; 0.72% of 360,000 active; AID 624352, 2012;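 active = inhibition of the luminescence signal of 40% or more relative to plate controls, in a single-dose primary screen at 18.75 µM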
TRPM1 prom inh: inhibitors of MITF-dependent TRPM1 promoter reporter, primary screen, cell-based, SK-MEL-5, single point, luciferase; SK-MEL-5 TRPM1 promoter luciferase, 24 h; inhibition, % at 12.5 µM; 0.83% of 330,000 active; AID 488899, 2010;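 active = mean inhibition across replicates of 60% or more, whatever share of single replicates reaches that level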; also: values of inactives mirror those of a sister screen read the other way
Peg3 prom inh: Peg3 promoter-driven luciferase inhibitors, primary screen, cell-based, HeLa, luciferase luminescence; HeLa PEG-Prom luciferase reporter, overnight; inhibition, % at 20 µM; 1.7% of 360,000 active;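 active = inhibition of at least 50% at 20 µM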
PDI turbidity: inhibitors of human PDI, primary screen, biochemical, turbidity, single point, plate reader; Protein disulfide-isomerase (Homo sapiens), P07237; PDI insulin aggregation turbidity, A650, 90 min; inhibition, % at 10 µM; 0.052% of 350,000 active;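 active = mean inhibition across replicates of 30% or more, whatever share of single replicates reach that level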;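 also: absorbance from insulin aggregation driven by PDI reduction with DTT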
Target sequence (P07237 whole entry, looked up): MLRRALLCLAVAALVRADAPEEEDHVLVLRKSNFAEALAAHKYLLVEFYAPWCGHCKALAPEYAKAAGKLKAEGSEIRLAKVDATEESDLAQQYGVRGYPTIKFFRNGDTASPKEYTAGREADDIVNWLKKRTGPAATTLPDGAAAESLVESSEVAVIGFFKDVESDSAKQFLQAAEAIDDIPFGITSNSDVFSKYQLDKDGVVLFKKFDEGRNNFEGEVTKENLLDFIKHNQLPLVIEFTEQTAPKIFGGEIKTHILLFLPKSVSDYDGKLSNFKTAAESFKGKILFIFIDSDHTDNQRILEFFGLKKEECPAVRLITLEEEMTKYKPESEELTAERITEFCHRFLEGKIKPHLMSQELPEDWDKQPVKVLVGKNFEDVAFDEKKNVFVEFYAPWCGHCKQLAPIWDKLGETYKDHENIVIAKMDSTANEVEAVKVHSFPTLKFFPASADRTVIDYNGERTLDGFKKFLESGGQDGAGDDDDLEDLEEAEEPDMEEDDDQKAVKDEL
CaV13 ICDI inh: Disruptors of the CACNA1D IQ motif to Ca2+-dependent inactivation inhibitor domain association, primary screening, Förster resonance energy transfer in intact living …; HEK cells, CFP/YFP FRET ICDI-IQ, plate reader, 10 min; percent FRET-ratio fall versus neutral wells; inhibition, % at 12.3 µM; 0.098% of 340,000 active;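 active = mean replicate inhibition of at least 30% and at least 1% of replicates passing that level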;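 also: 0% = median of the neutral control wells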
NR2E3 ag-1: inhibitors of NR2E3-RetCOR corepressor binding, primary screen, NR2E3 agonist project, biochemical, TR-FRET, GST-NR2E3, biotin-RetCOR; 1536-well; 0.12% of 320,000 active; inhibition of corepressor binding, % at 4.78 µM; AID 2300, 2010;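 active = percent inhibition above the cutoff of mean plus 3 SD of all tested compounds, set per screening campaign, cut at about 20% in these data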;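 also: 0% = DMSO wells and 100% = biotin wells as full block of FRET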
Target sequence (Q9Y5X4 whole entry, looked up): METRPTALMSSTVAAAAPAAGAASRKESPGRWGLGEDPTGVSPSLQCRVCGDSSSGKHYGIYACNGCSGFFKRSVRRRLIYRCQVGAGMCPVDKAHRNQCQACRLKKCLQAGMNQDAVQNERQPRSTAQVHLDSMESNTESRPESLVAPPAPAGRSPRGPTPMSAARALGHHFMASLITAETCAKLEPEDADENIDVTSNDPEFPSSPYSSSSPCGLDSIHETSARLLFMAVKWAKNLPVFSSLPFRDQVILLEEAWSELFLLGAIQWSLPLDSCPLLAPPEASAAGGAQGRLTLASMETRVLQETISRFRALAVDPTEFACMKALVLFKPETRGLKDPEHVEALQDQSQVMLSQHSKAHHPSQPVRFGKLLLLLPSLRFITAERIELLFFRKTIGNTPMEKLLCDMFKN
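Material – GST-tagged NR2E3 plus biotinylated RetCOR corepressor · Quantity – NR2E3 fusion 1.35 nM · Times – 5 h incubation at 4 °C · Medium – pH 7.5 Tris-based buffer · Technique – TR-FRET, Eu(K)-anti-GST donor, streptavidin-D2 acceptor, ex 340, em 617/671 nm · Benchmarks – high control biotin, low control 0.6% DMSO · Format – 1536-well plates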
m5-HT2A agonist: mouse Htr2a agonists via beta-arrestin recruitment, primary screen, cell-based, luminescence; 5-hydroxytryptamine receptor 2A (Mus musculus), P35363; CHO-K1 mHTR2A beta-arrestin complementation; percent of 30 µM serotonin response; activation, % at 7.6 µM; 0.66% of 360,000 active;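 active = activation above a run cutoff, the mean activation of all tested compounds plus 3 SD, cut at about 14% in these data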;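 also: 0% = plate median of compound wells and 100% = 30 µM serotonin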
NR2E3 ag-2: NR2E3 agonists in two-hybrid cells, primary screen, cell-based, luminescence, CHO-S, Gal4-NCOR/VP16-NR2E3; luciferase; inhibition of corepressor binding, % at 3.98 µM; 0.35% of 360,000 active; AID 602229, 2012;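 active = inhibition above the mean of all tested compounds plus 3 SD, cut at about 70% in these data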;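 also: 0% = DMSO with NR2E3 transfected cells and 100% = cells lacking NR2E3 construct; higher means lower luciferase signal from less NR2E3 corepressor binding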
hiPSC survival: enhancers of single-cell hiPSC survival, primary screen, ATPlite luminescence. AID 602274, 2012. survival enhancement, % at 20 µM. 0.044% of 360,000 active. 100% = ROCK inhibitor wells, 0% = DMSO; in the data active = survival enhancement above about 18%;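 also: cells exposed to compounds for 16 hours before the ATP read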
Shn3 inh set2: reduction of Shn3 3'UTR firefly luciferase signal, primary screen, Schnurri-3 inhibitor project, cell-based, Clone20 osteoblasts, set 2. inhibition, % at 12.5 µM. Clone20 osteoblast Shn3 3'UTR firefly luciferase, 24 h. AID 588674, 2011. 0.52% of 360,000 active;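 active = mean inhibition of at least 75% with every replicate also reaching 75%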;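 also: 0% = median of neutral control wells and 100% = pilot-screen positive control compound; some compounds past the cut are filed as inactive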
Cardio protect: cardioprotection against H2O2-induced cell death, primary screen, uHTS, H9c2 cells, ATPLite luminescence; H9c2 cardiomyocytes, H2O2 injury protection, 2 h; protection from H2O2 cell death, % at 20 µM; 0.63% of 360,000 active;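 active = compounds giving at least 50% protection of heart cells from peroxide-induced death in the single-dose screen, raw or plate-pattern-corrected value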;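 also: 0% = DMSO wells with peroxide and 100% = DMSO wells without peroxide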
An asterisk follows results filed as active; x = not tested or not shown.

Below each compound – HIF-2a block	TRPM1 prom inh	Peg3 prom inh	PDI turbidity	CaV13 ICDI inh	NR2E3 ag-1	m5-HT2A agonist	NR2E3 ag-2	hiPSC survival	Shn3 inh set2	Cardio protect
#1 O=C(Nc1c2c(nn1-c1cccc(Cl)c1)CS(=O)(=O)C2)c1ccc2c(c1)OCO2
 : -2	5	-15	-3	-5	-1	0	1	-0.2	-13	-2
#2 Cc1c(C(=O)C(=O)NCCCn2ccnc2)c2ccccc2n1C
 : 16	-7	6	-6	-6	-2	4	2	-0.4	-12	6
#3 COc1ccc(OC)c(N(C(=O)c2ccco2)C(C(=O)NC2CCCC2)c2ccc(N3CCOCC3)cc2)c1 (stereo not given)
 : 18	-11	5	-1	-4	3	-3	-41	-0.7	62	5
#4 C=CCOc1cccc(C(=O)N(C)C2CCCN(Cc3ccccc3F)C2)c1 (stereo not given)
 : 16	13	8	-6	-2	0	4	6	-0.2	5	0
#5 COC(=O)CSc1nnc(COc2ccc3ccccc3c2)o1
 : 22	5	5	5	-4	x	-2	-9	0.7	-15	-7
#6 O=C1c2ccccc2-c2nc3ccccc3nc21
 : -258	-31	-215	-18	-4	-3	1	-67	13	-89	-4
#7 O=C(NC(=S)N1CCN(c2ccc(Cl)cc2[N+](=O)[O-])CC1)c1ccco1
 : 23	8	11	0	-4	-2	-4	-10	-1.6	17	-3
#8 O=C(NCc1ccc(CNC(=O)c2ccco2)cc1)c1ccco1
 : 13	7	21	-9	x	1	0	-14	-0.4	15	-5
#9 C=CC[C@@H](CC(=O)NCCO)C(=O)N[C@H](COC(=O)[C@H](CC=C)CC(=O)OC(C)(C)C)Cc1c[nH]c2ccccc12
 : 1	-5	-12	14	-6	x	3	1	-2.2	-11	10
#10 COc1ccc(N(Cc2ccccc2)S(=O)(=O)c2cccc(C(=O)Nc3ccccn3)c2)cc1
 : 14	x	22	7	-6	-1	-8	20	-0.3	4	-6
#11 Cc1ccc(CN2CCN(CCCn3cnc4c(OCc5ccccc5)ncnc43)CC2)cc1
 : -36	11	-8	-2	-8	x	1	3	-1.3	10	-2
#12 CN(CC(=O)Nc1ccc(Cl)c(Cl)c1)C(=O)CN1C(=O)NC2(CCCC2)C1=O
 : 9	-2	7	-30	-12	0	-2	-51	-0.4	7	-6
#13 Cc1cccc(NC(=S)NCc2ccc3[nH]c4c(c3c2)CCCC4)c1
 : -68	x	16	x	-7	4	-3	-14	-4.7	3	-14
#14 COc1ccc(OCC(=O)NNC(=O)c2cccc(C)c2)cc1
 : 15	-9	10	3	2	5	7	6	3.9	-10	4
#15 O=C(Nc1nccs1)[C@@H]1CCCN1C(=O)c1cccs1
 : 11	4	2	4	-5	2	-1	26	0.1	-13	8
#16 CCc1ccccc1NC(=O)CSc1nc2n[nH]c(C)c2c(=N)n1-c1cccc(OC)c1
 : -5	-7	23	2	-8	1	0	6	-1.9	58	16
#17 N/C(=N\OS(=O)(=O)c1ccccc1)c1cccnc1
 : 15	5	13	-6	-9	1	-2	-1	-0.9	-1	0
#18 O=C(Nc1ccc(Cl)c(C(F)(F)F)c1)C1Cc2c(-c3ccc4c(c3)OCO4)ccnc2O1 (stereo not given)
 : 10	x	18	-5	-7	x	-3	6	-4.3	0	-5
#19 CS(=O)(=O)N1CCCCC1c1cc(C(=O)Nc2ccc3c(c2)OCO3)no1 (stereo not given)
 : -218	x	-124	0	-4	x	1	-59	0.0	-89	4
#20 O=C(C1CCN(CCc2ccccc2)CC1)N1CCOCC1
 : -7	-13	-5	-3	-9	x	-4	23	1.6	0	3
#21 Cc1ccc(C(=O)c2c3ccc([N+](=O)[O-])cc3[n+]([O-])n2CCCN)cc1
 : -80	29	-48	2	-10	-1	-1	-13	-3.5	-17	-1
#22 O=[N+]([O-])c1ccc2c(c1)C(N1CCOCC1)/C(=C/COc1ccc(F)cc1)O2 (stereo not given)
 : 23	-6	10	-2	-5	1	-3	-2	5.6	-7	-3
#23 CCCN(CC(=O)Nc1ccccc1C)C(=O)c1sc2ccccc2c1Cl
 : -3	16	8	-37	-5	1	0	-14	-0.7	0	-6
#24 O=C(NCc1ccc(F)cc1)c1c2c(nc3ccccc13)CCN(Cc1ccccc1)C2
 : 13	2	10	-3	-4	-1	3	9	-0.6	-9	-10
#25 C=CCn1c(-c2csc3ccccc23)n[nH]c1=S
 : 12	16	14	3	-9	5	-2	2	-0.9	-7	6
#26 CCOC(=O)c1cnc2sc3c(n2c1=O)CCCC3
 : -83	10	-65	-46	0	3	11	-38	-2.6	76	-32
#27 CC1(C)Cc2ccccc2C(N/N=C/c2cccc(F)c2)=N1
 : 0	1	-2	-3	-8	-1	-3	-26	1.2	-1	-2
#28 CCCn1c(=O)c(C(=O)NNS(=O)(=O)c2ccc(C)cc2)c(O)c2ccccc21
 : 27	-8	13	-3	-4	1	6	-4	-1.4	1	-2
#29 Cc1cccc(Cl)c1OCCCN1CCOCC1
 : 8	-23	2	1	-21	4	4	-18	-0.1	-45	-4
#30 CN(C)S(=O)(=O)c1ccc(C(=O)NCC(C)(C)N2CCOCC2)cc1
 : 6	-13	14	-1	5	-2	-2	-12	-0.5	23	9

Further records.
Below each compound – HIF-2a block	TRPM1 prom inh	Peg3 prom inh	PDI turbidity	CaV13 ICDI inh	NR2E3 ag-1	m5-HT2A agonist	NR2E3 ag-2	hiPSC survival	Shn3 inh set2	Cardio protect
#31 O=C(CCc1ccccc1)Nc1nncs1
 : 2	-12	0	1	-5	4	-2	15	11	-3	2
#32 CCC1COCCS(=O)(=O)N1Cc1ccc(Cl)cc1 (stereo not given)
 : 8	3	8	-1	10	1	-2	21	-1.8	-6	4
#33 CCc1ccc(NC(=O)C2CCCN(S(=O)(=O)c3cccnc3)C2)cc1 (stereo not given)
 : 9	2	19	7	-2	0	-5	-28	0.1	3	0
#34 COc1ccc(C(=O)CSc2nnc(C(CO)NC(=O)c3ccc(OC)cc3)n2C)cc1 (stereo not given)
 : 18	3	2	-4	-7	-3	1	-11	2.1	5	0
#35 O=C(COC(=O)CNC(=O)c1cccc([N+](=O)[O-])c1)Nc1nc2ccccc2s1
 : -20	0	-31	5	-18	-3	1	-42	1.5	-17	-4
#36 S=C(CN1CCCC1=S)N1CCOCC1
 : 15	3	-3	-3	-20	-5	8	1	-0.3	-4	1
#37 Cc1ccc(NC2CCCN(C(=O)c3ccc4nccnc4c3)C2)cc1C (stereo not given)
 : -1	9	12	3	-10	x	-3	-17	-0.4	10	-1
#38 CCCn1c(NCc2ccco2)nc2ccccc21
 : -2	2	2	4	-4	0	1	-20	4.8	-15	-3
#39 COc1ccc(Cl)cc1NC(=S)N1CC(C)OC(C)C1 (stereo not given)
 : -3	3	-7	-4	-9	4	7	0	1.1	9	2
#40 CCN(CC)CCNC(=S)Nc1ccc(F)cc1
 : 8	-7	6	-6	-1	-2	-4	4	-2.3	-25	-2
#41 CCN1C(=O)[C@@H]2[C@@H](c3ccc(-c4cccc(Cl)c4)cc3)N3CCC[C@@]3(C(=O)OC)[C@@H]2C1=O
 : -6	2	7	0	-10	1	1	-16	-2.1	-3	6
#42 CCOC(=O)c1c(-c2ccccc2)csc1NC(=O)CSc1nc(N)cc(N)n1
 : 17	17	4	-10	-6	-1	4	25	0.8	57	-15
#43 Cc1nc(-c2ccccc2)nc2sc(C(=O)c3ccc(F)cc3)c(N)c12
 : 10	16	25	-1	-32	-5	8	-34	0.6	-6	-4
#44 CC(=O)Nc1cc(-c2ccc(C(=O)N3CCOCC3)cc2)cn2c(-c3ccc(F)cc3)cnc12
 : 24	x	-3	14	-5	x	4	30	-2.0	-5	11
#45 Cc1ccc(C)c(N2CCN(C(=O)CCc3nc(-c4ccc(F)cc4)no3)CC2)c1
 : 3	4	-6	10	-5	x	2	-19	0.3	-15	-3
#46 CCOC(=O)Cc1csc(NC(=O)C(C)Oc2ccc3c(C)cc(=O)oc3c2)n1 (stereo not given)
 : 20	5	-6	-2	-5	3	1	-19	0.8	8	12
#47 CC(C)NC(=S)N1CCN(C(c2ccccc2)c2ccccc2)CC1
 : 4	-5	17	-3	7	3	-3	-11	1.6	-14	-11
#48 CNc1snc(C)c1C(=O)OCC(=O)c1ccc(OC)c(F)c1
 : 5	0	6	-9	-6	3	11	53	-0.3	45	-21
#49 O=C(COC(=O)c1ccc(Cl)nc1)Nc1cccnc1Cl
 : 3	3	-16	3	-6	0	3	-16	0.1	22	6
#50 CCN(CC)S(=O)(=O)c1ccc(NC(=O)Cc2cccs2)cc1
 : -14	-7	-15	9	-2	2	-4	-26	-1.2	4	-2
#51 CN1OC[C@@H]2CN(S(=O)(=O)c3ccccc3)[C@H](c3ccc(-n4ccnc4)cc3)C[C@@H]21
 : 2	x	4	x	-6	x	2	-4	0.3	-7	2

Three compounds already listed, ordered by molar mass, descending:
Below each compound – HIF-2a block	TRPM1 prom inh	Peg3 prom inh	PDI turbidity	CaV13 ICDI inh	NR2E3 ag-1	m5-HT2A agonist	NR2E3 ag-2	hiPSC survival	Shn3 inh set2	Cardio protect
#12 CN(CC(=O)Nc1ccc(Cl)c(Cl)c1)C(=O)CN1C(=O)NC2(CCCC2)C1=O
 : 9	-2	7	-30	-12	0	-2	-51	-0.4	7	-6
#45 Cc1ccc(C)c(N2CCN(C(=O)CCc3nc(-c4ccc(F)cc4)no3)CC2)c1
 : 3	4	-6	10	-5	x	2	-19	0.3	-15	-3
#31 O=C(CCc1ccccc1)Nc1nncs1
 : 2	-12	0	1	-5	4	-2	15	11	-3	2
